# SIRT5 block – SIRT5 desuccinylase inhibitors, primary screen, biochemical, fluorescence imaging, single point, set 5. NAD-dependent protein deacylase sirtuin-5, mitochondrial (Homo sapiens), Q9NXA8. Purified SirT5, succinyl-peptide AMC, trypsin-coupled fluorescence. inhibition, % at 15 µM. hit rate 1.1% among 330,000; in the data active = inhibition above about 15%; inconclusive = no clear call, values can overlap the other calls
# Target sequence (Q9NXA8 whole entry, looked up): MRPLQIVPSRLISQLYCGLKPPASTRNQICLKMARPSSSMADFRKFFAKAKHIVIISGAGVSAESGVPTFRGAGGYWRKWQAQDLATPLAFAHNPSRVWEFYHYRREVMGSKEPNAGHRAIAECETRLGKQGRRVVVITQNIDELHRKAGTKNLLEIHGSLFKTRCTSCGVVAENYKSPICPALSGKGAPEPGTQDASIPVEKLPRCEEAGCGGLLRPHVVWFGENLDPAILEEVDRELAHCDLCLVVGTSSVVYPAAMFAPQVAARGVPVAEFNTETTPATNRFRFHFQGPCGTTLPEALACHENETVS
# S100A4 inh HTS – inhibitors of S100A4-myosin IIA peptide binding, primary screen, biochemical, fluorescence polarization, TAMRA-MyoIIA peptide. Protein S100-A4 (Homo sapiens), P26447. inhibition, % at 10.7 µM. hit rate 0.14% among 360,000;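 active = mean inhibition of at least 70% across replicates, with every replicate also reaching that level; inconclusive = mean inhibition reaches 70% but some replicates fall short; inactive = mean inhibition below 70%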
# Target sequence (P26447 whole entry, looked up): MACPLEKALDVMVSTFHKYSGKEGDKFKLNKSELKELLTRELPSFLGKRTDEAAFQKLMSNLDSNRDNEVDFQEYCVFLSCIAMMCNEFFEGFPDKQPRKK
#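 System – human S100A4 monomer protein, biochemical binding assay · Buffer or medium – Calcium-containing HEPES buffer, pH 7.2 · Timing – 5 min between mix addition and reading · Also added – TAMRA-labelled myosin IIA heavy-chain peptide probe, 5 nM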
# LGR2 antag – inhibitors of bursicon-induced LGR2 CRE-luciferase signal, primary screen, cell-based, HEK293, CRE-luciferase reporter, bursicon stimulation | hit rate 0.35% among 380,000 | inhibition, % at 9.99 µM | bursicon-stimulated, 4 h | Drosophila bursicon receptor LGR2 (rickets);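 active = drop in luminescence signal, shown as inhibition above about 50% in the replicate tests, limit read from the data, passing the limit was not always enough; inconclusive = probably only some replicates passing the limit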;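 also: agonist challenge used bursicon conditioned medium at about half maximal strength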
# C2C12 statin – suppressors of statin myotoxicity in C2C12 myotubes, primary screen, cell-based, single point, plate reader | C2C12 myotubes + simvastatin, ATP luminescence, 48 h; scaled: DMSO 0, geranylgeraniol control 100 | rescue of ATP level, % at 7.49 µM | hit rate 0.78% among 330,000 | AID 602340, 2012;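 active = mean ATP rescue above about 67%, or every replicate alone reaching that limit, limit read from the data, passing the limit was not always enough; inconclusive = no clear call, values can overlap the other calls; inactive = mean under the limit and some replicate under it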;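 also: myotubes were challenged with 10 µM simvastatin during compound exposure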
# ERAP1 HTS inh – human ERAP1 aminopeptidase inhibitors, primary screen, biochemical, single point, plate reader; recombinant ERAP1, Leu-AMC fluorescence, 60 min; inhibition, % at 10.7 µM; hit rate 0.15% among 340,000; AID 652197, 2013; Endoplasmic reticulum aminopeptidase 1 (Homo sapiens), Q9NZ08;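 active = mean replicate inhibition of at least 30%, or all replicates individually reaching that 30% level; inactive = mean below 30% and not every replicate reaching it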;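 also: 0% = neutral control wells and 100% = L-leucinethiol positive control wells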
# Xi reactivation – activators of inactive X chromosome reactivation, primary screen, imaging, XiGFP fibroblasts, GFP high-content imaging, set 2. XiGFP mouse fibroblasts, % GFP-positive cells imaging, 3 d; cells co-treated with 5-aza-dC sensitizer; scaled so ellipticine positive control = 100%. AID 743238, 2013. hit rate 0.055% among 360,000. activation, % at 7.58 µM;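 active = mean normalized replicate activation at least 10% and every replicate at or above 10%; inconclusive = only one of the two criteria met; inactive = mean below 10% and not all replicates reach 10%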;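 also: 0% = median of on-plate neutral control wells and 100% = ellipticine 6 µM median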
#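 System: XiGFP fibroblasts, SV40-immortalized. Medium: DMEM plus 5-aza-dC sensitizer. Doses: single point. Timing: 3 d treatment, 15 min room-temperature fixation. Control set: ellipticine 6 µM.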
# PGC1a acetyl inh – inhibitors of PGC1a acetylation signal, primary screen, cell-based, U2OS, AlphaScreen, inhibitor mode; AlphaScreen anti-acetyl-lysine; with virally co-expressed GCN5 acetyltransferase; inhibition, % at 15.6 µM; hit rate 0.17% among 350,000; AID 651687, 2012;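 active = every replicate shows inhibition of at least 40%; inconclusive = mean inhibition at least 40% but some replicate below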;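 also: 0% = neutral control wells and 100% = positive control wells; some results beyond the cut were filed as inactive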
# Cneo AK release – Cryptococcus neoformans cell lysis inducers, primary screen, AK release luminescence, single concentration; lysis activity, % at 15 µM; hit rate 0.2% among 360,000; C. neoformans lysis, adenylate kinase release luminescence, 4 h; normalised: neutral wells 0, clomiphene wells 100;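 active = mean lysis activity across replicates of at least 80%, whatever share of replicates individually reach that level; inactive = mean lysis activity below 80%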
#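 Assay system: C. neoformans cells. Amount: yeast cell density of 5 × 10^6 cells/mL. Technique: AK luminescence. Buffer or medium: YPD. Times: static 4 h at 37 °C with compound, 1 h detection. Dosing: single-point compound dose. Read-out: lysis from increased AK signal.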
# An asterisk follows results filed as active; ? = inconclusive; · = not tested or not shown; & = joins results of further samples. Not all compounds are listed. The share of hits here may be higher or lower than overall.
SMILES,SIRT5 block,S100A4 inh HTS,LGR2 antag,C2C12 statin,ERAP1 HTS inh,Xi reactivation,PGC1a acetyl inh,Cneo AK release
CN(C)CCCNC(=O)C[C@@H]1C=C[C@@H](NC(=O)Cc2cccnc2)[C@H](CO)O1,2,10,-17,-17,1,0.0,5,0
C[C@@H]1CN([C@H](C)CO)C(=O)c2cccc(NC(=O)C3CCCCC3)c2O[C@@H]1CN(C)S(=O)(=O)c1cccs1,-1,13,4,-40,2,0.0,8,-9
Cn1cc([N+](=O)[O-])c(C(=O)N/N=C\c2c[nH]c3ccccc23)n1,·,-6,-11,2,2,0.1,-4,0
C[C@H]1CN([C@@H](C)CO)C(=O)c2cc(/C=C/c3ccccc3)cnc2O[C@@H]1CN(C)C(=O)C1CC1,·,·,-2,-108,·,-0.8,-2,·
O=C(NCCN1CCCCC1)c1cc(Cl)ccc1Cl,1,-27,5,-5,-2,0.1,13,5
CCCC#Cc1cnc2c(c1)C(=O)N([C@H](C)CO)C[C@H](C)[C@@H](CN(C)Cc1ccccc1)O2,-1,9,-9,10,1,0.2,-10,-2
COc1ccccc1OCC(=O)Nc1nc(C)c(C)s1,1,-4,-66,-1,-7,0.1,6,0
CC(C)NC(=O)N(C)C[C@H]1Oc2cc(C#CC3CC3)ccc2S(=O)(=O)N([C@H](C)CO)C[C@@H]1C,0,-9,26,2,-5,0.0,-4,1
C[C@H](O)C#Cc1cnc2c(c1)C(=O)N([C@@H](C)CO)C[C@@H](C)[C@H](CN(C)Cc1cncnc1)O2,·,·,-2,34,·,-0.3,0,50
CC1(C)N=C(N)N=C(N)N1c1ccc(OCC(=O)N2CCOCC2)cc1,-5,6,2,4,-6,0.0,15,0
CC(C)N1CC2(CC(c3ccccc3F)=NO2)CN1C(=O)c1ccco1 (stereo not drawn),6,0,-72,9,11,0.4,-7,2
C[C@H]1CN([C@@H](C)CO)C(=O)c2cc(C#Cc3ccccn3)cnc2O[C@@H]1CN(C)C(=O)CCN1CCCCC1,1,15,-6,0,2,-0.1,-7,3

# Gathered by group: the entries above with a halogen (two)
SMILES,SIRT5 block,S100A4 inh HTS,LGR2 antag,C2C12 statin,ERAP1 HTS inh,Xi reactivation,PGC1a acetyl inh,Cneo AK release
O=C(NCCN1CCCCC1)c1cc(Cl)ccc1Cl,1,-27,5,-5,-2,0.1,13,5
CC(C)N1CC2(CC(c3ccccc3F)=NO2)CN1C(=O)c1ccco1 (stereo not drawn),6,0,-72,9,11,0.4,-7,2

# Following part:
SMILES,SIRT5 block,S100A4 inh HTS,LGR2 antag,C2C12 statin,ERAP1 HTS inh,Xi reactivation,PGC1a acetyl inh,Cneo AK release
Cc1c(-c2ccccc2Br)nc2ccccc2c1C(=O)O,-1,1,10,·,0,0.0,·,·
O=C(NCc1ccc(Cl)cc1)c1ccc(CNc2c(N3CCOCC3)c(=O)c2=O)cc1,-4,-2,6,·,·,·,-7,0
C[C@@H]1CN([C@@H](C)CO)C(=O)c2cc(NS(=O)(=O)c3ccc(Cl)cc3)ccc2O[C@H]1CN(C)S(=O)(=O)c1cccs1,5,-9,-8,57,1,-0.6,-2,38
Cc1ccc(S(=O)(=O)N(CC(=O)Nc2ccccc2C(=O)O)c2cccc(Cl)c2C)cc1,-9,4,4,·,-3,0.2,·,·
CCn1c(SCC(=O)Nc2ccccc2C)nnc1-c1ccccc1O,·,·,2,-35,·,·,-11,-2
O=C(C[C@H]1CC[C@@H]2[C@H](COC[C@@H](O)CN2Cc2ccc3c(c2)OCO3)O1)N1CCCCC1,·,·,2,-3,·,0.3,-8,-2
CC1=C2C3OC(=O)C(C)C3CCC2(C)C=C(Cl)C1=O (stereo not drawn),1,-16,10,0,-2,0.1,21,-2
O=C1[C@@H]2[C@H](C(=O)N1c1ccccc1)[C@@]13COC[C@H](c4ccccc4)N1C(=O)[C@]2(C(=O)NCc1ccccc1)O3,-2,-4,·,·,2,·,2,2
C[C@@H]1CN([C@@H](C)CO)S(=O)(=O)c2ccc(-c3ccc(C#N)cc3)cc2O[C@H]1CN(C)C(=O)C1CC1,-2,-6,22,·,4,0.1,13,9
COc1ccc(S(=O)(=O)Nc2ccc3c(c2)C(=O)N([C@@H](C)CO)C[C@@H](C)[C@H](CN(C)S(=O)(=O)c2ccccc2)O3)cc1,-1,6,6,-4,1,-0.4,8,-5
O=C(COC(=O)c1ccc(O)cc1)Nc1ccc2c(c1)OCCO2,·,-1,-76,1,-3,0.0,-1,-2
COc1cccc(OC)c1NC(=O)C1CCCN1C(=O)Nc1ccccc1Cl (stereo not drawn),3,-11,2,9,-5,0.1,·,-4
C[C@H]1CN([C@@H](C)CO)C(=O)CCCn2nncc2CO[C@@H]1CN(C)Cc1ccc(C(F)(F)F)cc1,-6&-2,-1&32,0,12&17,-6&0,0.0&-0.6,3,-1&3
O=C(CSc1ccc(-c2ccccc2)nn1)N1CCCc2ccccc21,-4,-3,6,·,2,0.0,-1,2
Cc1ccc(S(=O)(=O)N2CCOCC2)cc1C(=O)NNC(=O)c1ccoc1C,·,-3,5,4,-1,0.0,·,·
Cc1ccc(S(=O)(=O)NCC(=O)N(CC(=O)NCc2ccco2)Cc2cccs2)cc1,0,6,7,13,0,·,-12,0
Cc1noc(C)c1S(=O)(=O)Nc1ccc2c(c1)C(=O)N([C@H](C)CO)C[C@H](C)[C@H](CN(C)Cc1ccc(Cl)c(Cl)c1)OCCCC[C@@H](C)O2,9,-4,-24,35,0,0.1,-1,2
Cc1cc([N+](=O)[O-])nn1Cc1noc(C(=O)NCc2ccc3c(c2)OCO3)n1,-2,2,-13,6,-3,0.0,13,-5
CC(=O)Nc1ccc(S(=O)(=O)N2CCC(NC(=O)C(Cc3ccccc3F)NC(C)=O)CC2)cc1 (stereo not drawn),0,-3,14,0,-1,0.1,·,-6
O=C(O)C(C=C(Cl)Cl)N1CCOCC1 (stereo not drawn),·,0,-23,5,0,0.1,-12,4
CCOC(=O)c1c(NC(=O)CN2C(=O)NC3(CCCCCC3)C2=O)sc(C)c1-c1ccc(C)cc1,0,-2,-17,·,1,0.0,·,·
O=C(c1ccsc1)N1CCCC(N2CCOCC2)C1 (stereo not drawn),-1,-4,18,5,0,0.2,-3,1
C/C(=N\NC(=O)Cn1ccc(C(F)(F)F)n1)c1ccc2c(c1)OCO2,-6,0,-7,·,-1,0.0,·,·
CCCOc1ccc(-c2c(C(=O)N/N=C/C3CCCCC3)nnn2-c2nonc2N)cc1,1,1,-6,6,0,0.0,·,6
COc1ccc(NS(=O)(=O)c2ccc3oc(SCC(N)=O)nc3c2)cc1,0,2,7,11,0,0.2,·,18
C=CCN1CCN(C(=O)c2c(-c3ccccc3)noc2C)CC1,-2,0,-2,0,-2,0.2,·,-4
Cc1ccc(C)c(OCC(=O)Nn2c(C)nc3ccccc3c2=O)c1,·,·,-5,1,·,·,-1,-1
CCOC(=O)CCC(=O)Nc1ccc(S(=O)(=O)N2CCC(C)CC2)cc1,-5,-4,0,3,-2,·,·,1
CCCCCSc1nnc(-c2ccccc2NC(C)=O)c(=O)[nH]1,0,-5,26,·,0,0.2,-2,·
OCC1(Cc2ccc(Cl)cc2)CCN(Cc2ccc3nsnc3c2)CC1,-3,-9,7,1,-4,0.0,-10,10
COc1ccc2c3c([nH]c2c1)[C@H](CO)N(C(=O)CN(C)C)CC31CN(Cc2ccccc2)C1,·,-5,-10,·,-4,0.0,-26,·
C[C@@H]1CN([C@@H](C)CO)C(=O)c2cc(-c3cccnc3)cnc2O[C@H]1CN(C)C(=O)C1CCCCC1,·,·,-7,19,·,0.0,10,·
CO[C@@H]1CN(C)C(=O)c2ccc(NC(=O)C3CC3)cc2OC[C@H](C)N(C(C)=O)C[C@H]1C,-3,-31,-10,·,-2,0.0,5,·
Cc1ccc(-c2cnc3c(c2)C(=O)N([C@@H](C)CO)C[C@H](C)[C@H](CN(C)C(=O)c2cccc(F)c2)O3)cc1,-2,5,-5,16,2,-0.3,-18,-1
Cn1c(=O)n(C)c2cc(NC(=O)c3ccccc3)ccc21,·,-1,-1,3,-2,0.1,6,-1
CCCCC(=O)N(C)c1c(C)nc2ccc(C(=O)N3CCN(C(C)=O)CC3)cn12,0,-3,-4,-3,-2,-0.1,·,-1
CCCCCCc1cc2cc(S(=O)(=O)c3ccc(Cl)cc3)c(=O)oc2cc1O,·,-9,8,-9,·,0.0,-3,2
Brc1cc2[nH]cnc2c2ccccc12,1,-2,-7,-9,1,·,-14,0
COc1ccc(NC(=O)N(C)C[C@@H]2Oc3c(NS(=O)(=O)c4cn(C)cn4)cccc3C(=O)N([C@@H](C)CO)C[C@@H]2C)cc1,5,12,6,·,-1,0.0,5,10
CCc1ccc(NC(=O)[C@H](Cc2c[nH]c3ccccc23)NC(=O)[C@@H]2Cc3ccccc3CN2)cc1,·,3,29,-2,4,·,8,1
CC=Cc1ccc2n(c1=O)C[C@@H]1[C@@H](CO)[C@H](C(=O)NCC)[C@H]2N1S(=O)(=O)c1cn(C)cn1 (mixture of isomers),-19,-8,-5,11,0,0.0,·,0
Cc1c(C2(O)CCCCC2)[nH]c2cnccc12,·,1,5,2,·,0.1,2,-1
NS(=O)(=O)c1ccc(N2N=C(c3ccccc3)CC2c2ccccc2Br)cc1 (stereo not drawn),-4,1,9,16,6,0.0,4,-6
O=C([C@H]1[C@H](CO)[C@H]2Cn3c(ccc(C4=CCCCC4)c3=O)[C@H]2N1Cc1nccs1)N1CCCCC1,-9,1,-4,13,-1,0.2,·,4
COc1ccc(C(=O)NCCCc2nc3ccccc3n2Cc2ccccc2C)cc1OC,-2,-1,-20,-35,2,0.1,·,-2
C[C@@H]1CN([C@@H](C)CO)C(=O)c2cccc(N(C)C)c2O[C@@H]1CN(C)S(=O)(=O)c1ccc(Cl)cc1,-3,6,-2,-1,0,-0.7,-3,-3
O=S(=O)(c1ccccc1)N1CC[C@@H]2[C@@H](CO)Nc3ccc(C#Cc4ccccc4F)cc3[C@@H]21,5,4,1,-13,-1,0.1,-7,3
C[C@@H]1CCCCO[C@@H](CN(C)C(=O)NC2CCCCC2)[C@@H](C)CN([C@@H](C)CO)C(=O)c2cc(NC(=O)Nc3ccc(F)cc3)ccc2O1,-2,-3,16,·,3,0.0,5,-2
CCN(CC)c1ccc2c(C)cc(=O)oc2c1,·,-1,-17,4,-3,·,-17,1
Cc1noc(C)c1S(=O)(=O)Nc1ccc2c(c1)C(=O)N([C@H](C)CO)C[C@H](C)[C@H](CN(C)S(=O)(=O)c1cccs1)OCCCC[C@H](C)O2,·,·,5,?,·,0.1,-6,2
